DT40 TDP1 no CPT = qHTS for Inhibitors of human tyrosyl-DNA phosphodiesterase 1 (TDP1): qHTS in cells in absence of CPT. DT40 Tdp1-/- hTDP1 cells, no CPT, ATP luminescence, 48 h. Potency, µM (titrated, usually from 46.2 µM), for the others: top-dose activity change, negative = growth inhibition, actives largely listed as inhibitors. 15% of 420,000 active. AID 686978, 2013; note: nearly all actives have a fitted effect of over 55% in size
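Readout: luminescence from CellTiter-Glo after 30 min in the dark at RT. Cells: DT40 Tdp1-/- with stable hTDP1, 400/well. Exposure: compounds alone, ≥48 hr, 37 °C.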
TDP1 cell CPT = qHTS for Inhibitors of human tyrosyl-DNA phosphodiesterase 1 (TDP1): qHTS in cells in presence of CPT; chicken DT40 Tdp1-/-;hTDP1 cells + 20 nM CPT, ATP luminescence, 48 h; Potency, µM (top dose mostly 46.2 µM), for inactives: at the highest dose activity change, negative = growth inhibition, most hits filed as inhibitors; 12% of 420,000 active; note: nearly all actives have a fitted effect of over 55% in size
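Chicken DT40 Tdp1-/- cells stably complemented with human TDP1 were seeded at 400 cells/well in medium containing 20 nM camptothecin, exposed to pin-transferred compounds, and grown at 37 °C for at least 48 hr. Viability was read as ATP luminescence.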
GCN5L2 inh = qHTS Assay for Inhibitors of GCN5L2; Histone acetyltransferase KAT2A (Homo sapiens), Q92830; GCN5L2 HAT assay, ThioGlo1 CoA-SH fluorescence; Potency, µM (series often up to 58.9 µM), for inactives: at the top dose activity change, negative = inhibition, actives largely listed as inhibitors; 0.21% of 390,000 active
Target sequence (Q92830 whole entry, looked up): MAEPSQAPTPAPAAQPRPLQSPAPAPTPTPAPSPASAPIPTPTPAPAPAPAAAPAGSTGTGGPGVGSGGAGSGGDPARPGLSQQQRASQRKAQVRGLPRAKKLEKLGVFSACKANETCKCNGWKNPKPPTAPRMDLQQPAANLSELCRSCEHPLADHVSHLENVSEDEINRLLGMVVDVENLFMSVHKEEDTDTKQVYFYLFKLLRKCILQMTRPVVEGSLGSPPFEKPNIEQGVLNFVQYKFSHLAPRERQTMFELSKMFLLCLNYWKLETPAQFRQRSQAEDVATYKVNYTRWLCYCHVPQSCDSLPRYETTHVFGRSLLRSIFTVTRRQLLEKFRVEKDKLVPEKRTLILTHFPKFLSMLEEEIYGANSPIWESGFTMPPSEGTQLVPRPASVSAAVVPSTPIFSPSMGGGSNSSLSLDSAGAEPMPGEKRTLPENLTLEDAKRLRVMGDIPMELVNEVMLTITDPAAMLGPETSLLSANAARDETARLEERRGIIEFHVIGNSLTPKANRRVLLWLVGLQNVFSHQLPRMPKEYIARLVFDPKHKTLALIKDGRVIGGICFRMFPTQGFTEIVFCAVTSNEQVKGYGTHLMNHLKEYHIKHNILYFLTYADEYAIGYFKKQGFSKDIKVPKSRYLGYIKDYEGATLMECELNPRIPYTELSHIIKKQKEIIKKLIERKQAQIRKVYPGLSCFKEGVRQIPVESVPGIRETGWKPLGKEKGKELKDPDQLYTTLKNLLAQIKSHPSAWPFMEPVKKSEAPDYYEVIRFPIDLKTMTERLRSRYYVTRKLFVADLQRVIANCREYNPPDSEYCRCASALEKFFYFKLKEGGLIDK
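Preincubate 20nM GCN5L2 with compound 15 min, RT → add 50uM ThioGlo1 + 75uM H3(1-25) + 70uM acetyl-CoA → read fluorescence 0 and 20 min. Primary qHTS; fluorescent artifacts likely.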
The depositor's hits bear a star; u = inconclusive; x = no result given; & = joins results of further samples; [ ] = remark or other dose. Calls come from the whole dose curve; as a rule, active = well fitted curve in the direction sought with a large enough effect; inconclusive = small, poorly fitted or top-dose-only effect, or another doubt; inactive = no such curve, though single readings can be large; an effect the other way counts as inactive or inconclusive. % is set by controls: 0 for no effect and ±100 for the full control effect; potency is the fitted concentration of half-maximal effect.

Start of the data: the first 15 compounds, ahead of the listing:
structure	DT40 TDP1 no CPT	TDP1 cell CPT	GCN5L2 inh
Cc1cc(OCc2nnc(SCC(=O)O)n2-c2ccccc2)ccc1Cl	3%	4%	-6%
Cc1cc(NC(=O)CSc2nc(-c3cccs3)nc3ccccc23)no1	1.8µM*	2.3µM*	-1%
COc1cccc(Cn2c(=O)cnc3cnc(N4CCN(C)CC4)nc32)c1	-13%	u	-14%
CCCCC(=O)OCC(=O)N1N=C(c2c[nH]c3ccccc23)C(O)C1c1ccc(OC)cc1 (centres undefined)	u	u	-11%
COc1ccc(C(=O)/C(C)=N/O)cc1OC	-2%	1%	-23%
C=CCNC(=S)N(CC=C)C1CCS(=O)(=O)C1 (centres undefined)	-19%	4%	-1%
CCCc1cc(=O)[nH]c(SCC(=O)N2CCN(c3ccccc3OC)CC2)n1	-17%	-5%	0%
COc1ccc(S(=O)(=O)N(CC(=O)NC2CC2)C2CCCCC2)cc1Cl	-16%	-22%	-8%
COc1ccc(-c2cn(CCC(=O)O)c(C)n2)cc1	0%	-17%	1%
CCOC(=O)/C=C/C(=O)Nc1ccccc1-c1ccccc1NC(=O)/C=C/C(=O)OCC	5.2µM*	4.6µM*	-1%
CCNC(=S)N1CCN(c2cccc(C(F)(F)F)c2)CC1	13µM*	15µM*	-1%
CCOC(=O)c1c(C)c(C(=O)NCc2ccc(Cl)cc2)c(C)n1C	-38%	-14%	-5%
COc1ccc(C2CC(c3ccccc3F)=NN2c2ccc(S(N)(=O)=O)cc2)cc1 (centres undefined)	-27%	u	-7%
CS(=O)(=O)Nc1ccc(C(=O)NCCSCc2ccccc2)cc1	-21%	-5%	0%
C=CC[C@@H](CC(=O)N(CCO)Cc1ccccc1)C(=O)N[C@@H](C)COC(=O)[C@@H](CC=C)CC(=O)OC(C)(C)C	u	u	6%

This part in full (from the top)
structure	DT40 TDP1 no CPT	TDP1 cell CPT	GCN5L2 inh
Cc1cc(OCc2nnc(SCC(=O)O)n2-c2ccccc2)ccc1Cl	3%	4%	-6%
Cc1cc(NC(=O)CSc2nc(-c3cccs3)nc3ccccc23)no1	1.8µM*	2.3µM*	-1%
COc1cccc(Cn2c(=O)cnc3cnc(N4CCN(C)CC4)nc32)c1	-13%	u	-14%
CCCCC(=O)OCC(=O)N1N=C(c2c[nH]c3ccccc23)C(O)C1c1ccc(OC)cc1 (centres undefined)	u	u	-11%
COc1ccc(C(=O)/C(C)=N/O)cc1OC	-2%	1%	-23%
C=CCNC(=S)N(CC=C)C1CCS(=O)(=O)C1 (centres undefined)	-19%	4%	-1%
CCCc1cc(=O)[nH]c(SCC(=O)N2CCN(c3ccccc3OC)CC2)n1	-17%	-5%	0%
COc1ccc(S(=O)(=O)N(CC(=O)NC2CC2)C2CCCCC2)cc1Cl	-16%	-22%	-8%
COc1ccc(-c2cn(CCC(=O)O)c(C)n2)cc1	0%	-17%	1%
CCOC(=O)/C=C/C(=O)Nc1ccccc1-c1ccccc1NC(=O)/C=C/C(=O)OCC	5.2µM*	4.6µM*	-1%
CCNC(=S)N1CCN(c2cccc(C(F)(F)F)c2)CC1	13µM*	15µM*	-1%
CCOC(=O)c1c(C)c(C(=O)NCc2ccc(Cl)cc2)c(C)n1C	-38%	-14%	-5%
COc1ccc(C2CC(c3ccccc3F)=NN2c2ccc(S(N)(=O)=O)cc2)cc1 (centres undefined)	-27%	u	-7%
CS(=O)(=O)Nc1ccc(C(=O)NCCSCc2ccccc2)cc1	-21%	-5%	0%
C=CC[C@@H](CC(=O)N(CCO)Cc1ccccc1)C(=O)N[C@@H](C)COC(=O)[C@@H](CC=C)CC(=O)OC(C)(C)C	u	u	6%
O=C(COc1cc(Cl)c(Cl)cc1Cl)NCCc1ccccn1	-9%	2%	-4%
CSc1cccc(N2CC(C(=O)NCCC3=CCCCC3)CC2=O)c1 (centres undefined)	u	u	-12%
Cc1cc(Cl)ccc1OC(C)c1nnc(N)s1 (centres undefined)	-28%	u	-3%
CC(C)C(NC(=O)c1ccc(Cl)cc1Cl)C(=O)NCCc1ccccn1 (centres undefined)	0%	3%	-4%
CC[C@]12c3[nH]c4cc(-c5ccco5)ccc4c3CCN1C(=O)[C@@H](CC(=O)NCCCn1ccnc1)C[C@@H]2C(=O)N1CCN(C(=O)C2CC2)CC1	1%	3%	0%
O=C(OCc1cn([C@H]2CN(C(=O)c3cccs3)[C@@H](c3ccc(Cl)cc3)C[C@@H]2O)nn1)c1ccccc1	u	23µM*	x
O=C(c1cccc2ccccc12)N1CCN(Cc2ccccc2F)CC1	u	-26%	-26%
O=C(NCc1ccccc1)NC12CC3CC(CC(C3)C1)C2	21µM*	15µM*	17%
CCCNC(=O)c1onc(CSc2ccc(F)cc2)c1C(=O)NCC1CC1	u	u	-8%
COc1ccc(CCN2C(=O)c3[nH]nc(-c4ccccc4O)c3C2c2ccc(O)c(OC)c2)cc1 (centres undefined)	u	u	1%
O=C(O)CC/C(=N\NC(=O)c1ccccc1Br)c1ccccc1	-8%	-8%	0%
CC(NC(=O)COC(=O)c1cc([N+](=O)[O-])ccc1N1CCOCC1)c1ccccc1 (centres undefined)	-4%	-18%	-1%
Cc1cc(NC(=O)CN2C(=O)c3ccccc3C2=O)no1	10%	9%	-2%
Cc1ccc(OC(C)C(=O)Nc2ccc3c(c2)n(C)c(=O)n3C)c(C)c1 (centres undefined)	u	u	-1%
CCN1C(=O)[C@H]2[C@@H](c3ccc(C)cc3)N3C(=O)N(c4ccccc4)C(=O)[C@@]3(CC)[C@H]2C1=O	5%	-14%	-2%
Brc1ccc(CN2CCN(c3ccccn3)CC2)s1	-19%	-9%	-1%
Cc1cc(Cl)ccc1C(=O)C1CCCN(C(=O)c2snnc2C)C1 (centres undefined)	u	u	-2%
Cc1cc(C)cc(C(=O)NCC(=O)OCC(=O)c2c(N)n(C)c(=O)n(C)c2=O)c1	19%	-1%	-1%
COc1ccc(-n2c(O)c(C=Nc3ccccc3)c3ccccc3c2=O)cc1OC	u	u	-4%
CCC(CC)C(=O)Nc1cccc(-c2nc3ccccc3o2)c1	16µM*	u	-5%
CC(=O)N1CCC(N(C(=O)Nc2c(F)cccc2F)C(C)C)CC1	-15%&-10%	-2%&-20%	2%&-6%
CN(CC(=O)Nc1ccc(F)cc1)C(=O)c1ccc(N2C(=O)CCC2=O)cc1	17%	0%	-5%
CC(C)Nc1nc2c(c(=O)n(C)c(=O)n2C)n1C	5%	0%	1%
COCCCN1CCc2[nH]c(=S)[nH]c(=O)c2C1	u	u	-1%
COc1ccc(NC(=O)CCS(=O)(=O)c2cccc3nonc23)c(OC)c1	-3%	3%	0%
O=C(Cn1nnc(-c2cccs2)n1)N1CCc2ccccc2C1	-13%	0%	0%
O=C(OCc1nnc(-c2ccccc2)o1)c1cc(F)c(F)cc1Cl	15%	7%	-13%
COc1ccc(C2=NOC(C(=O)NCc3cccs3)C2)cc1 (centres undefined)	2.9µM*	5.2µM*	u
Cc1cccc(C(C)C)c1NS(=O)(=O)c1cn(C)nc1C	4%	5%	-8%
C=COCCNC(=S)Nc1ccccc1	-3%	19%	-3%
Cc1cc(C)c(NC(=O)CN2C(=O)CC(C)S(=O)(=O)c3ccccc32)c(C)c1 (centres undefined)	0%	-12%	1%
CC(=O)NC12CC3CC(C1)CC(C(=O)N1CCN(c4ncccn4)CC1)(C3)C2	-19%	12%	x
CN(C)C(=O)c1ccc(-c2cncnc2Nc2ccccc2)cc1	-24%	-17%	-24%
O=C(/C=C/c1ccc(Br)cc1)NC(=S)Nc1ccc(S(=O)(=O)Nc2nccs2)cc1	u	u	-2%
COc1ccc(F)cc1CSc1nnnn1-c1ccc(O)cc1	u	-19%	-21%
COc1ccc(Cc2nnc(NC(=O)c3ccc(OC(C)=O)cc3)s2)cc1OC	-15%	-8%	-8%
COc1cccc(C(=O)C2CCCN(CC3=Cc4cc(OC)ccc4OC3)C2)c1 (centres undefined)	-24%	u	-3%
Cc1noc(C)c1COc1ccccc1C(=O)NNC(=O)c1ccc(F)cc1	u	-2%	4%
O=C(CSc1nnc(-c2ccncc2)s1)Nc1ccccc1	-30%	2%	1%
CC(C)=CC1C(C(=O)O)C1(C)C (centres undefined)	-20%	-3%	-5%
Cc1cccc(NC(=O)[C@@H](CC(C)C)NC(=O)[C@@H]2Cc3ccccc3CN2)c1	16%	1%	-15%

More results follow.
structure	DT40 TDP1 no CPT	TDP1 cell CPT	GCN5L2 inh
CN(CC1CCOCC1)C(=O)CC1C(=O)NCCN1Cc1cccc(F)c1 (centres undefined)	5%	34%[activator]	0%
COc1ccc(NC(=O)CN2C(=O)C(C)Oc3ccccc32)cc1OC (centres undefined)	u	-28%	0%
Cc1cc(O)c(C(c2ccccc2)N2CCCCC2)c(=O)n1Cc1ccco1 (centres undefined)	2%	-4%	-6%
COc1ccc(Br)cc1CN(C)C(=O)c1cc(Cl)c2c(c1)OCCO2	21µM*	u	-8%
Cc1ccc(C(=O)N/C(=C\c2ccc3c(c2)OCO3)C(=O)N2CCOCC2)cc1	11%	6%	-28%
CC(C)c1ccccc1NC(=S)NCc1ccccc1F	u	u	0%
CC(C)(C)C(=O)[C@H]1[C@H](c2ccccc2)[C@@]2(N=C(c3ccccc3)OC2=O)C2c3ccccc3C=NN21 (some centres undefined)	u	-29%	-14%
COc1ccc2cc(C3CC(c4ccco4)=NN3C(=O)CCC(=O)O)c(Cl)nc2c1 (centres undefined)	u	-19%	-5%
O=S(=O)(NCCN1CCOCC1)c1cccc(C(F)(F)F)c1	-1%	2%	-2%
O=C(N[C@@H](Cc1c[nH]c2ccccc12)C(=O)NC1CC1)c1ccccc1Cl	-5%	-3%	-7%
CC[C@H]1NC(=O)[C@@H](NC(=O)c2ncccc2O)[C@@H](C)OC(=O)[C@H](c2ccccc2)NC(=O)[C@@H]2CC(=O)CCN2C(=O)[C@H](Cc2ccccc2)N(C)C(=O)[C@@H]2CCCN2C1=O	-8%	11%	x
CCOC(=O)[C@]12CCC=C1N(Cc1cccc3ccccc13)C(=O)[C@H](CC(=O)NCCCN1CCCC1=O)C2	u	u	x
CC(C)[C@H](N)C(=O)N[C@H]1CCC2C3CC=C4C[C@@H](O)CC[C@]4(C)C3CC[C@@]21C (some centres undefined)	u	u	x
Cc1ccc(C)c(N2CCN(C(=O)Cc3ccc(NC4=NC5CS(=O)(=O)CC5S4)cc3)CC2)c1 (centres undefined)	u	u	-12%
C[C@H](NC(=O)C1CCN(S(=O)(=O)c2ccccc2)CC1)C(=O)NCc1ccc(Cl)c(Cl)c1	-27%	-29%	-18%
CCOc1ccc(NC(=O)CN(C)CC(=O)NC2CCCc3ccccc32)cc1OCC (centres undefined)	-25%	-20%	-5%
COCCn1c(=S)[nH]c2cc(C(=O)NCc3ccccc3)ccc2c1=O	-26%	-5%	x
CC(C)(C)OC(=O)N1CCC(c2c(C(=O)Nc3ccc4c(c3)OCCO4)cnn2-c2ccc(F)cc2)CC1	18µM*	u	-9%
COC(=O)CCN(C(=O)C12CC3CC(CC(C3)C1)C2)c1ccccn1	-25%	12%	-6%
C=CCN1C(=O)c2ccc(C(=O)N(C)Cc3ccc(C)o3)cc2C1=O	10%	10%	1%
O=C(CCC1CCCN(C(=O)c2cccs2)C1)N1CCN(c2ccccn2)CC1 (centres undefined)	u	-25%	14%
COc1ccc(OC)c(N(CC(=O)NC2CC2)S(=O)(=O)c2ccc(C)cc2)c1	u	-25%	-2%
Cc1cc(C(=O)NCc2nc(-c3cccc(NC(=O)c4ccccc4)c3)oc2C)nc(C)n1	-18%	-4%[9.04 µM]	x
CN(C)/C=C(/C(=O)c1ccc(Cl)c(Cl)c1)S(C)(=O)=O	1%	-1%	-7%

The list is partial (hit frequency here may not be typical).
